From PubChem BioAssay
M1AAP inhibition – P. falciparum M1AAP inhibitors, biochemical, fluorogenic H-Leu-NHMec substrate, 1536-well (AID 1445). recombinant M1AAP, H-Leu-NHMec fluorogenic kinetic assay; higher % means a stronger effect. one-dose inhibition, % at 30 µM; IC50 in µM for titrated hits. 220,000 tested, 0.42% active;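 active means primary inhibition above the hit cutoff, then over 50% inhibition at one or more dose response concentrations, cut at about 23% in these data, passing the limit was not always enough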;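 further: plate controls were DMSO full reaction for no effect and no enzyme background for full effect; strong numbers were not always called active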
Hep lipid drop – modulators of hepatic lipid droplet formation | AML12 mouse hepatocytes, oleate lipid droplets, BODIPY imaging | inhibition, % at 6.5 µM | 240,000 tested, 0.4% active | AID 1656;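 active means lipid droplet intensity inhibited by at least 50%, with more than 500 cells counted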
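Assay system: AML12 mouse liver cells | Compound dosing: One dose, 6.5 µM compound | Read-out basis: Droplet intensity reduction, % inhibition | Measured by: Fluorescence imaging, 20x objective, two fields per well | Schedule: Overnight treatment with compound plus oleate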
WT yeast gro inh – growth inhibition of WT yeast, mitochondrial fusion screen; mitochondrial fusion phenotypic screen, WT strain; inhibition, % at 10 µM; 190,000 tested, 2.1% active; AID 1362; in the data active means inhibition above about 58%; tested in S. cerevisiae
K1F lysis inhibition – inhibition of K1F phage lysis, E. coli UTI89, bacterial capsule biogenesis inhibitors, alamar blue (AID 488966); E. coli UTI89 K1F phage lysis, alamar blue, 2 h; higher % means a stronger effect; inhibition, % at 100 µM; hits with a dose series show IC50 in µM; 340,000 tested, 0.02% active;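 active means phage lysis inhibition, versus mean bacterial control, above a set limit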;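 further: capsule biogenesis inhibitors block K1F phage lysis so surviving cells raise fluorescence; higher fluorescence means more inhibition of phage lysis; actives were called in the ten point dose series up to 300 µM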
human PMI inhibition – MPI enzyme activity inhibition – biochemical, fluorescence intensity, coupled assay, primary screen (AID 1209); purified PMI enzyme, coupled fluorescence intensity; higher % means a stronger effect; inhibition, % at 20 µM; hits with a dose series show IC50 in µM; 190,000 tested, 0.42% active;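 further: plate controls were DMSO vehicle for no effect and wells lacking substrate for full effect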
CSM14.1 death rescue – rescue of cells from ER stress-induced death, primary screen, 384-well, CSM14.1, thapsigargin, ATP luminescence (AID 1222) | 190,000 tested, under 10 active | cellular ATP content (survival), % at 20 µM; hits with a dose series show EC50 in µM | CSM14.1 thapsigargin-induced death rescue, ATP luminescence; higher % means a stronger effect;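 active means EC50 below 50 µM in the dose-response confirmation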;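 further: death triggered by thapsigargin at about 15 µM added after 2 h compound pretreatment; cell ATP read after overnight thapsigargin exposure of roughly 18 to 22 hours; normalized against plate controls of thapsigargin alone and 5% DMSO vehicle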
PMI inhibition – human PMI inhibitors, high substrate, primary screen, biochemical, fluorescence intensity, high mannose 6-phosphate (AID 1220); 190,000 tested, 0.66% active; recombinant PMI enzyme, coupled fluorescence intensity; higher % means a stronger effect; one-dose inhibition, % at 20 µM; IC50 in µM for titrated hits
TNAP activators – human TNAP enzyme activators, primary screen, biochemical, luminescent, no phosphate acceptor, uHTS (AID 1001) | purified TNAP, luminescent activation assay, no phosphate acceptor; higher activation fold means a stronger effect | one-dose activation fold at 20 µM; EC50 in µM for titrated hits | 200,000 tested, 0.03% active; in the data active means activation fold from about 3, or a potency from the dose series; inactive means the rest, 99 in 100 with activation fold below about 1.6; further: many of its hits are not listed in these tables
Myeloid diff MLP – compounds promoting myeloid differentiation. ER-HoxA9 myeloid progenitors, lysozyme-GFP differentiation, flow cytometry. calls only at 10 µM. 360,000 tested, 1% active;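 active means normalized GFP-positive differentiation at or above the plate's own cutoff, the solvent-only control mean plus 3 SD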;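 further: cells exposed to compound for four days before flow analysis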
WT yeast gro inh mutant strain – also measured in WT yeast gro inh; calls as there; inhibition, %; mitochondrial fusion phenotypic screen, mutant strain inhibition
Hep lipid drop cells 6.5 µM – recorded beside Hep lipid drop, whose call it bears; cell count; measured here: cell count, cytotoxicity flag;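 cells counted across two imaged fields per well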
Myeloid diff MLP GFP+ MAC1+ % – also measured in Myeloid diff MLP; calls as there; GFP+ MAC1+ double positive, %; measured here: differentiation confirmed by MAC1 staining
The depositor's hits bear a star; i = inactive; . = no result given; + = active, no number; [ ] = dose if it differs, or a comment. Unless noted, no stated cut-off is given here; in the data, active means inhibition above about 50%; inactive means the rest. Some of the compounds tested; the hit share may differ from the screen's.

1) O=C1NC(=O)C(=Cc2ccc(OCCOc3ccc([N+](=O)[O-])cc3)cc2)C(=O)N1
2) O=C1CC(c2cccnc2)=NN1c1ccc(Cl)cc1Cl
3) O=c1[nH]c(CN2CC=C(c3ccccc3)CC2)nc2scc(-c3ccccc3)c12
4) O=C(N/N=C1/CN2CCC1CC2)c1cccc(O)c1
5) CNC(C(=O)c1ccccc1)C(OC)c1cccc([N+](=O)[O-])c1 (configuration not stated)
Compound	1	2	3	4	5
M1AAP inhibition	15.7%	13.9%	9.1%	9.7%	1.9%
Hep lipid drop	-15.4	15.0	-0.2	12.8	1.6
Hep lipid drop cells 6.5 µM	699	716	628	804	643
WT yeast gro inh	-9.6	-23.4	.	.	.
WT yeast gro inh mutant strain	2.2	-4.1	.	.	.
K1F lysis inhibition	-0.3%	-0.1%	0.6%	0.0%	-0.8%
human PMI inhibition	-7.3%	10.3%	.	1.5%	.
CSM14.1 death rescue	-1.6%	-0.9%	.	-0.6%	.
PMI inhibition	-16.1%	12.7%	.	-8.7%	.
TNAP activators	0.9	1.1	.	1.1	.
Myeloid diff MLP	i	i	+	i	i
Myeloid diff MLP GFP+ MAC1+ %	0.3	0.7	5.4*	1.1	0.5

6) Cc1c(C=C2C(=O)N(C)C(=O)N(C)C2=O)c(=O)n(-c2ccccc2)n1C
7) CCC(=Nc1ccc(OC)cc1OC)c1c(O)n(C)c(=O)n(C)c1=O
8) CS(=O)(=O)NCc1nnc2n1-c1ccc(Cl)cc1C(c1ccccc1)=NC2
9) O=c1[nH]c(=S)[nH]c(O)c1C(c1ccccn1)c1c(O)[nH]c(=S)[nH]c1=O
10) N=c1c[n+](CC23CC4CC(CC(C4)C2)C3)[n-]o1
Compound	6	7	8	9	10
M1AAP inhibition	8.6%	-0.4%	-1.1%	0.3%	0.8%
Hep lipid drop	17.1	.	-11.5	-6.4	.
Hep lipid drop cells 6.5 µM	601	.	733	549	.
WT yeast gro inh	-10.1	3.2	-2.2	2.3	-16.0
WT yeast gro inh mutant strain	-2.6	-4.7	-2.6	-21.2	-1.5
K1F lysis inhibition	-4.8%	0.9%	1.3%[50 µM]	-0.9%	0.3%
human PMI inhibition	-12.4%	20.6%	1.4%	-38.2%	2.3%
CSM14.1 death rescue	-0.8%	2.0%	-1.0%	-0.9%	-1.2%
PMI inhibition	-13.8%	53.9%*	-2.1%	-24.1%	0.2%
TNAP activators	1.2	1.1	1	1.1	1.1
Myeloid diff MLP	i	i	i	i	i
Myeloid diff MLP GFP+ MAC1+ %	0.7	0.6	0.2	0.3	1.4

11) COC(=O)CC1=C(C(=O)OC)C2(C(=O)Nc3c(C)cccc32)C(C#N)=C(N)O1 (configuration not stated)
12) c1cc2n(c1)-c1c(ccc3c1OCO3)CNC2c1ccc2c(c1)OCO2 (configuration not stated)
13) CC/C(=N\NC(=O)c1ccccc1O)c1c(O)n(Cc2ccccc2)c(=O)[nH]c1=O
14) COc1cccc(O)c1CN1CCCC(C(=O)c2ccccc2SC)C1 (configuration not stated)
15) Cc1cccc(-n2c(O)c(C=NCCN3CCCCC3)c(=O)[nH]c2=O)c1
Compound	11	12	13	14	15
M1AAP inhibition	2.0%	12.3%	7.8µM*	15.0%	3.3%
Hep lipid drop	0.3	1.2	-12.4	-19.5	-3.7
Hep lipid drop cells 6.5 µM	725	640	736	688	731
WT yeast gro inh	-6.6	28.7	.	-8.9	.
WT yeast gro inh mutant strain	3.4	31.4	.	5.2	.
K1F lysis inhibition	0.5%	1.2%	0.2%	0.0%	1.8%
human PMI inhibition	10.3%	2.1%	.	-4.0%	.
CSM14.1 death rescue	-0.8%	7.4%	.	-2.1%	.
PMI inhibition	4.4%	4.1%	.	-3.7%	.
TNAP activators	1	1.1	.	1	.
Myeloid diff MLP	i	i	i	i	i
Myeloid diff MLP GFP+ MAC1+ %	1.3	0.6	7.3	0.4	0.3

16) NC(=O)Nc1cccc(C(F)(F)F)c1
17) Cc1ccc(-c2nc3ccccc3c(=O)n2-c2cccc(O)c2)cc1
18) COc1ccc(-n2c(O)c(C(C)=NCc3ccc4c(c3)OCO4)c(=O)[nH]c2=O)cc1
19) CCOc1nc(NC(C)C)nc(N2CC3CC(C2)c2cccc(=O)n2C3)n1 (configuration not stated)
20) C=CCSc1nc2c(c(-c3ccsc3)c1C#N)CN(C)CC2
21) CC1CN=C(NCc2ccc(F)cc2)S1 (configuration not stated)
Compound	16	17	18	19	20	21
M1AAP inhibition	0.8%	-8.9%	8.8%	0.5%	11.4%	9.3%
Hep lipid drop	0.6	-5.8	0.5	-0.6	12.9	-19.6
Hep lipid drop cells 6.5 µM	747	677	732	728	727	631
WT yeast gro inh	20.5	18.6	.	3.4	.	2.8
WT yeast gro inh mutant strain	31.7	12.6	.	7.6	.	4.0
K1F lysis inhibition	0.5%	-0.7%	-2.1%	0.1%	1.9%	0.3%
human PMI inhibition	11.4%	13.0%	.	-6.0%	.	6.7%
CSM14.1 death rescue	.	-0.4%	.	-1.9%	.	-0.9%
PMI inhibition	8.9%	15.1%	.	-0.3%	.	3.3%
TNAP activators	1.1	1.1	.	1	.	1
Myeloid diff MLP	i	i	i	i	i	i
Myeloid diff MLP GFP+ MAC1+ %	0.9	0.6	1.0	0.5	0.2	0.2

Results in WT yeast gro inh mutant strain, Hep lipid drop cells 6.5 µM and Myeloid diff MLP GFP+ MAC1+ %, for 5 of the compounds above:
cpd | Structure | WT yeast gro inh mutant strain | Hep lipid drop cells 6.5 µM | Myeloid diff MLP GFP+ MAC1+ %
16 | NC(=O)Nc1cccc(C(F)(F)F)c1 | 31.7 | 747 | 0.9
17 | Cc1ccc(-c2nc3ccccc3c(=O)n2-c2cccc(O)c2)cc1 | 12.6 | 677 | 0.6
18 | COc1ccc(-n2c(O)c(C(C)=NCc3ccc4c(c3)OCO4)c(=O)[nH]c2=O)cc1 | . | 732 | 1.0
19 | CCOc1nc(NC(C)C)nc(N2CC3CC(C2)c2cccc(=O)n2C3)n1 (configuration not stated) | 7.6 | 728 | 0.5
20 | C=CCSc1nc2c(c(-c3ccsc3)c1C#N)CN(C)CC2 | . | 727 | 0.2

Complete entries from above. Screens in order: M1AAP inhibition	Hep lipid drop	Hep lipid drop cells 6.5 µM	WT yeast gro inh	WT yeast gro inh mutant strain	K1F lysis inhibition	human PMI inhibition	CSM14.1 death rescue	PMI inhibition	TNAP activators	Myeloid diff MLP	Myeloid diff MLP GFP+ MAC1+ %
COc1ccc(-n2c(O)c(C(C)=NCc3ccc4c(c3)OCO4)c(=O)[nH]c2=O)cc1 across the screens: 8.8%	0.5	732	.	.	-2.1%	.	.	.	.	i	1.0
CCOc1nc(NC(C)C)nc(N2CC3CC(C2)c2cccc(=O)n2C3)n1 (configuration not stated) across the screens: 0.5%	-0.6	728	3.4	7.6	0.1%	-6.0%	-1.9%	-0.3%	1	i	0.5
